Screening results as filed in PubChem.
GLA spleen mod – qHTS Assay for Inhibitors and Activators of Human alpha-Galactosidase From Spleen Homogenate; actives 0.008% (n = 240,000); Alpha-galactosidase A (Homo sapiens), P06280; Potency, µM (doses to about 80 µM), without a hit: top-dose activity change, negative = inhibition, usual class: inhibitors; human spleen homogenate, 4MU-alpha-Gal fluorescence, 40 min;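 also: potency is read from the fitted curve at half-maximal effect; 0% = enzyme with vehicle and -100% = no enzyme basal signal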
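Fluorogenic readout (Ex 365/Em 440 nm) of 4-methylumbelliferone released from 1 mM 4-MU-alpha-galactoside by spleen homogenate, 40 min at 37C, pH 5.0. Data normalized to no-enzyme and enzyme controls; Hill-equation AC50 from compound titrations.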
Tau fibril FP – qHTS for Inhibitors of Tau Fibril Formation, Fluorescence Polarization; actives 0.39% (n = 280,000); Potency, µM (highest dose often 57.7 µM), for the others: at the highest dose activity, negative = inhibition, most hits filed as inhibitors; Microtubule-associated protein tau (Homo sapiens), P10636; K18 P301L tau heparin fibrillization, Alexa594 FP, 6 h; also: potency is read from the fitted curve at half-maximal effect; % is scaled to controls: 0 for no effect and ±100 for the full control effect; nearly all actives have a fitted effect of over 55% in size
Target sequence (P10636 561-689 P618L limits assumed): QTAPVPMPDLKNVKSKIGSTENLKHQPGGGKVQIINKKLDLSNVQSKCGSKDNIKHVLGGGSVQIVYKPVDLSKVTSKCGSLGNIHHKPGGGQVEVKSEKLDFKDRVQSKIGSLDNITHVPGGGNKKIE
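Human tau K18 […] P301L fragment, 15 uM unlabeled plus 0.24 uM Alexa 594-labeled tau (final), with compound and 20 uM heparin in 100 mM sodium acetate pH 7; 6 hr at 37 C, then Alexa 594 FP read.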
NPSR antagonist – qHTS Assay for Antagonists of the Neuropeptide S Receptor: cAMP Signal Transduction; Q6W5P4; CHO-NPSR cells, cAMP TR-FRET, antagonist mode; Potency, µM (titrated, usually from 38.3 µM), inactives show at the highest dose activity change, negative = inhibition, actives largely listed as inhibitors; actives 1% (n = 220,000); AID 1461, 2008; also: potency is read from the fitted curve at half-maximal effect; % is scaled to controls: 0 for no effect and ±100 for the full control effect; nearly all actives have a fitted effect of over 50% in size; many of its hits are not listed in these tables
CBFb RUNX1 block – qHTS Assay for Compounds Blocking the Interaction Between CBF-beta and RUNX1 for the Treatment of Acute Myeloid Leukemia; AID 1477, 2009; AlphaScreen CBFb-His/RUNX1-biotin binding, biochemical; Potency, µM (series often up to 59.8 µM), inactives show top-dose activity, negative = inhibition, actives largely listed as inhibitors; 230,000 tested, under 10 active; also: % of control where 0% means no effect
Target sequence (Q01196 whole entry, looked up): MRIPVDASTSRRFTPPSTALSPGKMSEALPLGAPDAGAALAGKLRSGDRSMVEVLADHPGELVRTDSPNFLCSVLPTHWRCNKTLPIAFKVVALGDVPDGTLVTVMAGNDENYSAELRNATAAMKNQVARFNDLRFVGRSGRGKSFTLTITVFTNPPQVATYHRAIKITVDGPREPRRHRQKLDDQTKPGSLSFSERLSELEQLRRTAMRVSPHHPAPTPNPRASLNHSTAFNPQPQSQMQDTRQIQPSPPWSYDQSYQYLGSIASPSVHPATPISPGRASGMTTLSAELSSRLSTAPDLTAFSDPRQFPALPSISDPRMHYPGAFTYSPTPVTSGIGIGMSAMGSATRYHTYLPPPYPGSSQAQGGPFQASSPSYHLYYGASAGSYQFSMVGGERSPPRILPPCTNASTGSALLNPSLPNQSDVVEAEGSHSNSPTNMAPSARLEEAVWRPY
Target sequence (Q13951 whole entry, looked up): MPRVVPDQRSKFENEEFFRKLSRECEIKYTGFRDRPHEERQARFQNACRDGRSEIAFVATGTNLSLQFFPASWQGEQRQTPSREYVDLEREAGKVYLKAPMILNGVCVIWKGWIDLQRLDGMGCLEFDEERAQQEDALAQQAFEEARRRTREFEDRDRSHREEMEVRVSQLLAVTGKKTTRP
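Proteins preincubated together for 20 min at RT before compound addition; 15 min later, nickel and streptavidin beads were added and left 90 min prior to AlphaScreen measurement.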
TR SRC2 fluor cs – Total Fluorescence Counterscreen for Inhibitors of the Interaction of Thyroid Hormone Receptor and Steroid Receptor Coregulator 2; TRb/SRC2 Texas Red total fluorescence interference; Potency, µM (series often up to 106 µM), for the others: at the highest dose fluorescence change, negative = quenching; actives 0.29% (n = 280,000); AID 1479, 2009; active = well fitted curve in either direction with a large enough effect; inconclusive = small, poorly fitted or top-dose-only effect; also: potency is read from the fitted curve at half-maximal effect; % is scaled to controls: 0 for no effect and ±100 for the full control effect
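Flags fluorescent or light-absorbing compounds by total fluorescence, S + 2P, at 555 nm excitation and 632 nm emission. Mixture: 20 nM Texas Red SRC2 peptide, 0.6 uM human TRb LBD, 1 uM T3, 5% DMSO; compound exposure 5 h at ambient temperature.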
Epigenetic reg – Quantitative High-Throughput Screen for Regulators of Epigenetic Control; murine LDR cells, GFP reporter derepression, 30 h; Potency, µM (top dose mostly 53.9 µM), for inactives: at the top dose GFP activation, most hits filed as activators; actives 0.2% (n = 280,000); AID 1865, 2009; also: potency is read from the fitted curve at half-maximal effect; % of control where 0% means no effect; nearly all actives have a fitted effect of over 60% in size
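Readout is the number of GFP-expressing murine LDR cells, counted by cytometry following washing. Cells were treated with compound for 30 h at 37 C; the stably integrated CMV-GFP locus is normally silent.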
Tau fluor counter – Counterscreen qHTS for Inhibitors of Tau Fibril Formation, Fluorescence Polarization; tau K18 P301L Alexa594 fluorescence, heparin fibrillization; AID 1463, 2008; actives 0.93% (n = 280,000); Potency, µM (top dose mostly 57.7 µM), for the others: top-dose activity change, negative = decrease; also: potency is read from the fitted curve at half-maximal effect; % is scaled to controls: 0 for no effect and ±100 for the full control effect; nearly all actives have a fitted effect of over 55% in size
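Human tau K18 P301L (15 uM unlabeled, 0.24 uM Alexa 594-labeled) in 100 mM sodium acetate pH 7 with 20 uM heparin, 6 hr at 37 C. ThT 30 uM added, 1 hr ambient; Alexa 594 FP and total fluorescence read at 555/632 nm.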
TRb SRC2 PPI – qHTS for Inhibitors of the Interaction of Thyroid Hormone Receptor and Steroid Receptor Coregulator 2; Thyroid hormone receptor beta (Homo sapiens), P10828; TRbeta-SRC2 peptide binding, fluorescence polarization; receptor liganded with 1 µM T3; Potency, µM (top dose mostly 106 µM), without a hit: at the top dose activity change, negative = inhibition, hits mostly inhibitors; actives 0.065% (n = 280,000); AID 1469, 2008;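 also: potency is read from the fitted curve at half-maximal effect; plate controls were bound peptide for no effect and peptide without receptor for full effect; nearly all actives have a fitted effect of over 50% in size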
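Compounds were added to 0.6 uM TRb ligand-binding domain and 20 nM Texas Red-labeled SRC2 peptide in Tris buffer containing 1 uM T3, incubated 5 hr at ambient temperature, then read by fluorescence polarization.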
The depositor's hits bear a star; ? = inconclusive; nt = no result given; [ ] = another dose, or the depositor's remark. Unless noted, calls follow the shape of the dose curve; as a rule, active = well fitted curve in the direction sought with a large enough effect; inconclusive = small, poorly fitted or top-dose-only effect, or another doubt; inactive = no such curve, though single readings can be large; an effect the other way counts as inactive or inconclusive.

Screens by letter: A = GLA spleen mod; B = Tau fibril FP; C = NPSR antagonist; D = CBFb RUNX1 block; E = TR SRC2 fluor cs; F = Epigenetic reg; G = Tau fluor counter; H = TRb SRC2 PPI
(1) Cn1c(=O)n(C)c2cc(N3CCCCC3)c(NC(=O)c3ccc(Cl)cc3)cc21
  A = nt | B = -3% | C = nt | D = nt | E = -1% | F = 1.4% | G = -14% | H = 3%

(2) CC(C)(C)OC(=O)N1CCC(c2nnc(SCc3ccccc3F)o2)CC1
  A = nt | B = -14% | C = nt | D = nt | E = -11% | F = -1.1% | G = -19% | H = 9%

(3) CCn1cc(CN(C)S(=O)(=O)c2ccc3ccccc3c2)c(C)n1
  A = 6% | B = 9% | C = 9% | D = 15% | E = -5% | F = 1.1% | G = -3% | H = -6%

(4) CC(=O)Nc1ccc(NC(=O)[C@@H]2CCCC[C@@H]2C(=O)O)cc1
  A = -4% | B = -2% | C = 19% | D = 11% | E = -2% | F = -0.5% | G = 0% | H = -3%

(5) CCOC(=O)c1c(C)[nH]c(C)c1C(=O)COC(=O)c1cccc(S(=O)(=O)NC)c1
  A = -1% | B = -1% | C = -29%[46.1 µM] | D = -4% | E = 1% | F = -0.9% | G = -11% | H = -5%

(6) O=S(=O)(Nc1ccc(N2CCOCC2)cc1)c1ccc2ccccc2c1
  A = -8% | B = 8% | C = -13%[46.1 µM] | D = -13% | E = -8% | F = 1.0% | G = ? | H = 1%

(7) CN1CCN(C(=S)NC(=O)/C=C/c2cccc3ccccc23)CC1
  A = 1% | B = -2% | C = -10%[46.1 µM] | D = -4% | E = 0% | F = 7.4% | G = -1% | H = 4%

(8) O=C(CSc1nnc([C@@H]2CCCN2)o1)c1ccc(Cl)cc1
  A = 9% | B = -5% | C = 0%[46.1 µM] | D = -1% | E = 0% | F = 0.7% | G = -7% | H = 9%

(9) CCOc1ccccc1N(CC(=O)NC1CCCCC1)C(=O)c1nsc(Cl)c1Cl
  A = 3% | B = 0% | C = 7% | D = 1% | E = -1%[53 µM] | F = 2.1% | G = -7% | H = -4%[53 µM]

(10) CCCNC(=O)c1cc2nc(-c3ccc(Br)cc3)cc(C(F)(F)F)n2n1
  A = nt | B = 1% | C = nt | D = nt | E = 5% | F = 1.0% | G = -2% | H = 6%

(11) CCCCCCCSc1nc(N)cc(=O)[nH]1
  A = 0% | B = -3% | C = -10%[46.1 µM] | D = 0% | E = 1% | F = 0.4% | G = -12% | H = -1%

(12) CCCC(=O)NC(=S)Nc1ccc(CN2CCOCC2)cc1
  A = 12% | B = 4% | C = -2% | D = -10% | E = 1% | F = 2.5% | G = 8% | H = 4%

(13) COc1ccccc1C1CC(c2cccs2)=Nc2ccccc2S1 (stereo not given)
  A = -13% | B = -10% | C = -28%[46.1 µM] | D = -17% | E = -4% | F = 0.8% | G = -27% | H = 4%

(14) O=Cc1ccc2cccnc2n1
  A = 12% | B = 4% | C = 12% | D = -2% | E = -1% | F = -0.1% | G = 9% | H = -10%

(15) Cc1c(C(=O)O)oc2c1/C(=N\O)CC(C)(C)C2
  A = 3% | B = 0% | C = 21% | D = 3% | E = -3% | F = 0.0% | G = -1% | H = -5%

(16) COC(=O)c1cncc(C)c1
  A = 5% | B = 1% | C = 17% | D = -2% | E = -2% | F = 3.2% | G = -5% | H = 3%

(17) CCCCNC(=O)CC1Nc2cc(C)c(C)cc2NC1=O (stereo not given)
  A = nt | B = -2% | C = nt | D = nt | E = -4% | F = 1.2% | G = -3% | H = 7%

(18) CC(C)COCC(O)CC(Cc1ccccc1)C(=O)NN (stereo not given)
  A = -1% | B = 3% | C = -16% | D = 4% | E = -3% | F = -0.3% | G = 1% | H = 5%

(19) CC1CCCN(c2ccc3nc4ccccc4c(=O)n3n2)C1 (stereo not given)
  A = 1% | B = 4% | C = -44% | D = 3% | E = -2% | F = 1.1% | G = -5% | H = 4%

(20) Cc1ccccc1C(=O)Nc1sc2c(c1C(=O)O)CCC2
  A = 3% | B = 1% | C = -43% | D = -2% | E = -2% | F = 0.0% | G = 3% | H = 2%

(21) COc1cc(CC(NC(C)=O)C(=O)NC2CCN(c3c(Cc4ccccc4)c(C)nc4ncnn34)CC2)cc(OC)c1 (stereo not given)
  A = -2% | B = -3% | C = 6% | D = 11% | E = -5% | F = 0.1% | G = -22% | H = 3%

(22) Cc1cc(N2CCCCC2)n2nc(C)c(-c3ccccc3)c2n1
  A = 11% | B = 13% | C = -27%[46.1 µM] | D = 14% | E = 0% | F = -5.1% | G = -15% | H = -22%

(23) O=C(NC(=S)NCc1ccccc1)c1ccccc1F
  A = -2% | B = -7% | C = -13%[46.1 µM] | D = 10% | E = -5% | F = 3.5% | G = -22% | H = -4%

(24) Cc1nc2cc(C(F)(F)F)ccc2n1C1CCN(CC(=O)NC(C)(C)C)CC1
  A = 8% | B = -5% | C = -14%[7.67 µM] | D = 2% | E = 0% | F = 5.5% | G = -8% | H = 2%

Of the compounds above, six contain four or more nitrogen atoms:
Screens by letter: A = GLA spleen mod; B = Tau fibril FP; C = NPSR antagonist; D = CBFb RUNX1 block; E = TR SRC2 fluor cs; F = Epigenetic reg; G = Tau fluor counter; H = TRb SRC2 PPI
(1) Cn1c(=O)n(C)c2cc(N3CCCCC3)c(NC(=O)c3ccc(Cl)cc3)cc21
  A = nt | B = -3% | C = nt | D = nt | E = -1% | F = 1.4% | G = -14% | H = 3%

(10) CCCNC(=O)c1cc2nc(-c3ccc(Br)cc3)cc(C(F)(F)F)n2n1
  A = nt | B = 1% | C = nt | D = nt | E = 5% | F = 1.0% | G = -2% | H = 6%

(19) CC1CCCN(c2ccc3nc4ccccc4c(=O)n3n2)C1 (stereo not given)
  A = 1% | B = 4% | C = -44% | D = 3% | E = -2% | F = 1.1% | G = -5% | H = 4%

(21) COc1cc(CC(NC(C)=O)C(=O)NC2CCN(c3c(Cc4ccccc4)c(C)nc4ncnn34)CC2)cc(OC)c1 (stereo not given)
  A = -2% | B = -3% | C = 6% | D = 11% | E = -5% | F = 0.1% | G = -22% | H = 3%

(22) Cc1cc(N2CCCCC2)n2nc(C)c(-c3ccccc3)c2n1
  A = 11% | B = 13% | C = -27%[46.1 µM] | D = 14% | E = 0% | F = -5.1% | G = -15% | H = -22%

(24) Cc1nc2cc(C(F)(F)F)ccc2n1C1CCN(CC(=O)NC(C)(C)C)CC1
  A = 8% | B = -5% | C = -14%[7.67 µM] | D = 2% | E = 0% | F = 5.5% | G = -8% | H = 2%

Full records, quoted from the list. Order of values: GLA spleen mod	Tau fibril FP	NPSR antagonist	CBFb RUNX1 block	TR SRC2 fluor cs	Epigenetic reg	Tau fluor counter	TRb SRC2 PPI
Cc1nc2cc(C(F)(F)F)ccc2n1C1CCN(CC(=O)NC(C)(C)C)CC1 is listed with 8%	-5%	-14%[7.67 µM]	2%	0%	5.5%	-8%	2%
CCCNC(=O)c1cc2nc(-c3ccc(Br)cc3)cc(C(F)(F)F)n2n1 is listed with nt	1%	nt	nt	5%	1.0%	-2%	6%

Only part of the results is shown; rates above refer to the full screens.
